# Screens from PubChem BioAssay.
# FBW7 act: human FBW7 E3 ligase activation, primary screen; Q969H0; AlphaScreen FBW7–phospho-cyclin E peptide binding, activator screen; normalized activity (activation), % at 26.1 µM; hit rate 0.13% among 650,000; AID 1259310; in the data active means normalized activity above about 1.9%;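 further: purified mutant Fbw7 with reduced substrate affinity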
# MITF inh: human MITF inhibition, primary screen | AlphaScreen MITF homodimerization, bead proximity signal | inhibition, % at 2.6 µM | hit rate 0.91% among 650,000 | O75030; in the data active means inhibition above about 50%;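 further: 0% = vehicle wells with protein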
# Target sequence (O75030 whole entry, looked up): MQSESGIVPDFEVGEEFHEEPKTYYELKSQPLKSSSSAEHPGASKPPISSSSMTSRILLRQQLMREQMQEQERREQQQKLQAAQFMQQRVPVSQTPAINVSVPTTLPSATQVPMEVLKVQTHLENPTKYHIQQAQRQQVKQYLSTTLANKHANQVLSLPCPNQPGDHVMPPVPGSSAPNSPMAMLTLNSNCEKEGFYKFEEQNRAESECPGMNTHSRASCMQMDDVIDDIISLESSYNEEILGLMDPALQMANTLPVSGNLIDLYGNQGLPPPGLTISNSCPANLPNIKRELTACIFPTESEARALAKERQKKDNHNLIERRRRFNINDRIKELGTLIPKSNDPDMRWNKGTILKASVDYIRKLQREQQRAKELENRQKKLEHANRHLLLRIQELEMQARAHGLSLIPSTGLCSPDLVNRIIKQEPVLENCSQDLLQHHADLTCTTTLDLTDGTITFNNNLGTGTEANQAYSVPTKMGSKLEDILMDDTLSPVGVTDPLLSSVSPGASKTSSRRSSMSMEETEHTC
# TEAD-YAP inh: TEAD-YAP interaction inhibition; AID 1259422; inhibition, % at 9.12 µM; HEK-TIYL cells, TEAD-Gal4/YAP UAS-luciferase luminescence; hit rate 1.4% among 640,000; in the data active means inhibition above about 32%;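 further: 0% = median of test compound wells and 100% = reference inhibitor wells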
# GPR151 ag: activators of human GPR151; AID 1508602; activation, % at 11.2 µM; PathHunter beta-arrestin GPR151 cells, luminescence; hit rate 1% among 650,000; Q8TDV0; in the data active means activation above about 4.9%;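 further: 0% = median of compound wells and 100% = cells with positive control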
# Target sequence (Q8TDV0 whole entry, looked up): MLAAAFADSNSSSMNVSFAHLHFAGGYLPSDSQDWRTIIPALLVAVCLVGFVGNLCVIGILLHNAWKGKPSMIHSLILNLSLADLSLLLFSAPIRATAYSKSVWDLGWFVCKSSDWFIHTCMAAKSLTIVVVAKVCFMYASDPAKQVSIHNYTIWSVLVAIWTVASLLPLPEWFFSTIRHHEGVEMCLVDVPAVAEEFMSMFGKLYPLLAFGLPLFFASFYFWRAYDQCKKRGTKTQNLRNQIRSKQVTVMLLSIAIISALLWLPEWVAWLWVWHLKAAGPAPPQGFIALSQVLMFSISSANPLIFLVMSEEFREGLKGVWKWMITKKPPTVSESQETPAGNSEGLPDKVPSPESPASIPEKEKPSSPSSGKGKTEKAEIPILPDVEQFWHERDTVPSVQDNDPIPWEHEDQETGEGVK
# An asterisk follows results filed as active.
SMILES,FBW7 act,MITF inh,TEAD-YAP inh,GPR151 ag
Cc1ccnc2nc(C(=O)Nc3nnc(CC(C)C)s3)nn12,0.0,2,-15,2.2
COc1ccc(NC(=O)N(CCC(C)C)C2CCN(C(C)C)CC2)c(OC)c1,0.0,1,1,0.1
CCC(CO)NCc1ccccc1OCC(=O)Nc1ccc(C)cc1 (stereo not given),-0.1,-3,7,-0.8
CCc1nc2ccc(C(=O)N3CCC4(CC3)OCCO4)cc2nc1CC,-0.1,-25,12,2.5
CCN(CC)C(=O)C1CCCN(c2ncc(C(=O)NCCOc3ccccc3)s2)C1 (stereo not given),-0.1,-6,-55,-1.1
O=C(c1cc2nc(-c3ccc(F)cc3)cc(C(F)(F)F)n2n1)N1CCCc2ccccc21,0.0,-8,5,1.4
CCC1CCc2c(sc(NC(=O)/C=C/c3ccc4c(c3)OCO4)c2C(N)=O)C1 (stereo not given),0.2,18,4,-1.3
CCOc1ccc(-c2nnc(NC(=O)C3CCCCC3)s2)cc1,0.4,13,6,0.6
COc1ccc(C(=O)O/N=C2\C=C(C(C)C)C(=O)C=C2C)cc1OC,0.4,20,5,-1.7
CC(C)CC(=O)Nc1ccccc1OC(F)F,0.1,6,7,0.2
COC(CN1C(=O)C(=O)/C(=C(/O)c2ccccc2)C1c1ccccn1)OC (stereo not given),0.0,18,-5,-0.6
Cc1ccc(-c2cnc(-c3ccc4c5c(cccc35)C(=O)N(N)C4=O)o2)cc1,0.3,-8,-5,1.2
Cc1cc(S(=O)(=O)N2CCC(n3c(=O)[nH]c4ccccc43)CC2)ccc1-n1cnnn1,0.3,14,-1,-1.0
CN1CCN(C(c2ccccc2)c2nnnn2CCc2ccccc2)CC1 (stereo not given),0.3,13,-4,0.5
O=C(COC(=O)c1ccccc1O)NC(=O)NCc1ccccc1,0.0,48,0,4.3
O=C(COc1ccccc1[N+](=O)[O-])NC(=S)Nc1ccccc1N1CCOCC1,0.1,3,-7,-0.6
CCOC(=O)c1c(C)oc2cc(Br)c(OCC(=O)OC(C)(C)C)cc12,0.0,10,15,-0.6
CC(C)Oc1ccc(C(=O)NNC(=S)NCc2ccccc2)cc1,-0.1,-7,-9,-1.3
Cc1ccc(S(=O)(=O)N(CC(O)Cn2c3ccccc3c3ccccc32)c2c(C)cccc2C)cc1 (stereo not given),0.2,13,5,0.4
CN(C)/N=C/c1ccc(-c2ccc([N+](=O)[O-])cc2Br)o1,-0.3,20,-17,1.0
CCOC(=O)c1ccc(N2C(=O)C3C4C=CC(C4=C(C)C)C3C2=O)cc1 (stereo not given),0.1,13,-6,-0.8
CSc1cccc(CN[C@H]2C[C@H]3C(=O)N[C@H](CC(C)C)C(=O)N3C2)c1,0.0,4,7,-0.3
C=CCc1cccc2cc(C(=O)NNC(=O)c3ccc(C)cc3)c(=O)oc12,-0.2,6,-4,0.0
COC(=O)c1ccc(NC(=S)NC(=O)CCN2C(=O)c3ccccc3C2=O)cc1,-0.1,-7,-4,-0.4
COc1ccc(Cl)cc1S(=O)(=O)N1CCCC(C(=O)NCC(N)=O)C1 (stereo not given),-0.1,-2,-6,7.4*

# The final 4 compounds of the section above lead into the next.
SMILES,FBW7 act,MITF inh,TEAD-YAP inh,GPR151 ag
CSc1cccc(CN[C@H]2C[C@H]3C(=O)N[C@H](CC(C)C)C(=O)N3C2)c1,0.0,4,7,-0.3
C=CCc1cccc2cc(C(=O)NNC(=O)c3ccc(C)cc3)c(=O)oc12,-0.2,6,-4,0.0
COC(=O)c1ccc(NC(=S)NC(=O)CCN2C(=O)c3ccccc3C2=O)cc1,-0.1,-7,-4,-0.4
COc1ccc(Cl)cc1S(=O)(=O)N1CCCC(C(=O)NCC(N)=O)C1 (stereo not given),-0.1,-2,-6,7.4*
COc1ccc(S(=O)(=O)N2CCN(c3ccccc3)CC2)cc1OC,-0.1,8,7,-1.0
COc1ccc(S(=O)(=O)Cc2ccc(C(=O)N3CCN(C4CCCCC4)CC3)o2)cc1,-0.1,-1,0,0.6
CCNC1CCCN(c2nc(C)c3cc(F)ccc3n2)CC1 (stereo not given),0.0,10,-2,-0.5
CC(=O)c1cccc(-n2nnnc2SCC(=O)N2C(C)CCCC2C)c1 (stereo not given),0.0,12,-1,-0.1
COc1ccc(/C=N\NC(=O)CNc2ccc(C)cc2)cc1Br,0.1,-1,5,1.1
COc1ccccc1C(=O)NCc1nnc2n1CCN(Cc1ccc(OC(C)C)cc1)CC2,-0.1,2,8,-0.7
CN(CC(=O)NCCc1ccc(Cl)cc1)c1nnc(N2CCCC2=O)s1,0.6,7,7,0.5
COc1cc(NC(=O)COc2ccc(Cl)cc2)c(C(=O)O)cc1OC,0.1,8,-3,0.1
COc1cc(/C=N/NC(=O)c2cccc(N3CCCC3=O)c2)ccc1O,0.2,-1,9,0.6
COc1ccc(NC(=O)/C(=C2\Nc3ccc([N+](=O)[O-])cc3N2)[N+](=O)[O-])cc1,0.0,13,-6,-0.3
O=[N+]([O-])c1ccc2c(c1)C(O)n1nc(-c3ccccc3)nc1S2 (stereo not given),0.2,13,-4,-0.2
CC(/C=N/Nc1nc2ccccc2[nH]1)c1ccccc1 (stereo not given),-0.3,33,-45,-2.1
O=c1c2ccccc2ncn1CCOCCOc1cccc(Cl)c1,0.1,13,-4,1.9
COc1cc(C=C2C(=O)NC(=O)NC2=O)cc(Cl)c1OCc1ccc([N+](=O)[O-])cc1,-0.3,0,-5,-1.3
O=C(CC1Sc2ccc(C(F)(F)F)cc2NC1=O)Nc1ccc(Cl)cc1 (stereo not given),-0.1,-16,-7,0.3
Cc1ccc(C)c(S(=O)(=O)N2CCCC2CNC(=O)C(=O)Nc2ccc(C)c(C)c2)c1 (stereo not given),0.1,2,9,3.4
COc1ccc(C(=O)N2CCN(c3cc(-n4nc(C)cc4C)ncn3)CC2)cc1,0.5,-14,7,3.5
CCCCNC(=S)Nc1ccc(OC)cc1,-0.1,-15,-6,-0.6
O=P(CCc1ccncc1)(CCc1ccncc1)CCc1ccncc1,-0.2,-1,-2,0.3
C=CCSc1nc2sc3c(c2c(=O)n1CC)CCC3,1.0,19,5,0.5
CN(C)c1cccc(Nc2ccc(-n3cc(CC(=O)NCc4cccnc4)c4ccccc43)nn2)c1,-0.1,24,5,-2.0
Cc1ccccc1COc1ccc(C#N)cc1,0.2,22,-7,-0.2
O=S(=O)(c1cccc(S(=O)(=O)N2CCOCC2)c1)N1CCOCC1,0.1,-8,-2,-1.0
Cc1ccc(Sc2c(C)nn(S(=O)(=O)c3ccc(Cl)cc3)c2C)cc1,0.0,2,8,-0.6
CCCCn1nc(C(=O)NNC(=O)c2ccc3c(c2)nc(C)n3CC)c2ccccc2c1=O,-0.1,13,-4,1.4
# Going on with the list:
SMILES,FBW7 act,MITF inh,TEAD-YAP inh,GPR151 ag
CCOCCCNC(=O)Cc1ccccc1[N+](=O)[O-],0.8,9,7,-1.2
Cc1nc2cc(C(F)(F)F)ccc2s1,-0.1,-8,3,0.6
Fc1ccc(NCc2nc3ccccc3n2Cc2ccccc2)cc1,0.6,1,-21,0.0
COc1ccc(/C=C2\N=C(c3ccccc3I)OC2=O)cc1,0.0,0,4,0.8
CCOC(=O)N/N=C/c1cn(-c2cccs2)nc1-c1ccccc1,0.2,12,-2,-0.1
Cc1ccc(C(=O)N/N=C/c2ccc(F)cc2)cc1,0.1,0,-13,0.8
COC(=O)c1c(NC(=O)CSc2n[nH]c(N)n2)sc(C)c1C,0.3,13,3,-0.7
CC(NC(=O)c1c(NC(=O)c2ccco2)sc2c1CCC(C(C)(C)C)C2)c1ccccc1 (stereo not given),-0.1,-11,1,-0.4
O=C1NC(=S)N/C1=C/c1ccccn1,-0.2,5,8,0.7
CCCc1nnc(NC(=O)Cc2ccc(F)cc2)s1,0.0,8,6,0.1
CC(=O)Nc1ccc(C(=O)NCC(=O)OCc2c(F)cccc2Cl)cc1,-0.2,-3,-12,0.7
N#Cc1ccc(NS(=O)(=O)c2ccc(Cl)cc2F)cc1,0.1,4,-2,1.4
O=C(Nc1ccccc1O)c1ccc2c(c1)C(=O)N(c1ccc(Cl)cc1)C2=O,0.0,6,4,-1.1
CC1(C)Cc2c(sc3ncn4nc(-c5cccnc5)nc4c23)C(C)(C)N1,0.1,-5,-15,-0.8
CN(C)CCNS(=O)(=O)c1ccc(C23CC4CC(CC(C4)C2)C3)cc1,-0.1,-5,-4,0.3
CNC(=O)c1ccccc1Nc1cc(Nc2ccc(N3CCOCC3)cc2F)ncc1C(F)(F)F,-0.1,4,67*,-2.7
COc1cc(/C=C2/C=C(c3ccc(C)cc3)OC2=O)cc(OC)c1OC,0.0,17,-12,-0.2
CCc1ccc2c(CN3CCC(C(=O)OC)CC3)cc(=O)oc2c1,0.0,0,2,2.5
CCOc1ccc(S(=O)(=O)NCCCN(CC)c2ccccc2)c2cccnc12,0.0,15,1,-1.9
CC1CCCN(C(=O)CN2CCC(c3nc4ccc(Cl)cc4[nH]3)CC2)C1 (stereo not given),0.2,10,13,0.0
Cc1ccc(S(=O)(=O)N2CC3(C(C)C)CN(S(=O)(=O)c4ccc(C)cc4)CC(C(C)C)(C2)C3=O)cc1,0.0,6,0,-0.1
COCCNC(=O)c1cccc(OC2CCN(CC3CCCCC3)CC2)c1,0.1,8,7,0.3
COc1ccc(/C=C/C(=O)Nc2cccc([N+](=O)[O-])c2C)cc1OC,-0.2,1,3,2.2
Cc1cccc(-n2ncc3c(NCCCN4CCCC4=O)ncnc32)c1,0.1,-7,-25,1.2
O=C1c2ccccc2C(=O)N1CCN1CCCc2ccccc21,0.0,0,-23,-0.5

# Of the compounds above, 4 have an NH in an aromatic ring.
SMILES,FBW7 act,MITF inh,TEAD-YAP inh,GPR151 ag
Cc1cc(S(=O)(=O)N2CCC(n3c(=O)[nH]c4ccccc43)CC2)ccc1-n1cnnn1,0.3,14,-1,-1.0
CC(/C=N/Nc1nc2ccccc2[nH]1)c1ccccc1 (stereo not given),-0.3,33,-45,-2.1
COC(=O)c1c(NC(=O)CSc2n[nH]c(N)n2)sc(C)c1C,0.3,13,3,-0.7
CC1CCCN(C(=O)CN2CCC(c3nc4ccc(Cl)cc4[nH]3)CC2)C1 (stereo not given),0.2,10,13,0.0

# (listing goes on)
SMILES,FBW7 act,MITF inh,TEAD-YAP inh,GPR151 ag
O=C(Nc1nccs1)c1cc2c(Cl)nc3ccccc3c2s1,0.1,10,-5,-0.8
CC(=O)NCCc1c[nH]c2ccc([N+](=O)[O-])cc12,0.1,19,-3,-1.3
CC(=O)c1ccc(NC(=O)c2ccc(C(=O)O)cc2C(=O)O)cc1,0.0,-1,-26,1.0
CCOc1ccc(NC(=O)c2cc3c(=O)n4ccccc4nc3n(CCOC)c2=N)cc1,-0.2,-4,-12,0.0
Cc1ccc2[nH]c(=O)c(CN(C(=O)N3CCOCC3)C3CCCC3)cc2c1,-0.2,9,-7,1.0
CC(=O)CS(=O)(=O)c1cccc([N+](=O)[O-])c1,0.0,9,0,0.2
COc1cccc(CSc2nc3c(c(-c4cccs4)c2C#N)CCC(C(C)(C)C)C3)c1 (stereo not given),0.0,2,3,0.4
COc1ccc(C2Nn3c(C)nnc3SC2C(=O)Nc2ccc(C)cc2)cc1Cl (stereo not given),0.1,9,16,0.1
CCOc1ccc(C2C(C#N)=C(N)Oc3n[nH]c(-c4cc(OC)ccc4OC)c32)cc1 (stereo not given),0.1,0,-10,0.6
CC(=O)Oc1c(Cc2ccccc2)c(=O)oc2ccccc12,0.0,16,-12,-1.2
COc1ccc(/C=C2\SC(=S)N(CC(=O)N3CCCCC3)C2=O)cc1OC,0.4,13,-11,0.7
O=S(=O)(NCCCN1CCN(c2ccccc2F)CC1)c1cccc2nsnc12,0.2,18,-2,-0.9
C#CCOC(=O)CCC(=O)Nc1ccc(I)cc1,-0.1,-4,4,-1.8
COc1cc(/C=C(\CC(=O)O)c2nc3ccccc3s2)c([N+](=O)[O-])cc1OC,0.2,-2,-8,0.6
CCc1ccc(NC(=O)C(C)(C)CC)cc1,0.0,3,-8,0.7
Cc1ccc(CN(C(=O)c2ccccc2C)C2CCS(=O)(=O)C2)o1 (stereo not given),0.0,16,-4,1.1
CCCCSc1nnc(-c2c[nH]c3ccccc23)n1CCOC,0.3,6,2,-0.3
O=C(CN1C(=O)COc2ccc(S(=O)(=O)N3CCOCC3)cc21)NCC1CCCO1 (stereo not given),-0.3,-13,-20,2.0
Cc1cccc(CN2C(=O)NC3(CCCC3)C2=O)c1,0.1,-5,5,1.9

# Limited to MITF inh and FBW7 act, for 4 of the compounds above:
mol | MITF inh | FBW7 act
CCC1CCc2c(sc(NC(=O)/C=C/c3ccc4c(c3)OCO4)c2C(N)=O)C1 (stereo not given) | 18 | 0.2
CNC(=O)c1ccccc1Nc1cc(Nc2ccc(N3CCOCC3)cc2F)ncc1C(F)(F)F | 4 | -0.1
Cc1ccc(CN(C(=O)c2ccccc2C)C2CCS(=O)(=O)C2)o1 (stereo not given) | 16 | 0.0
COc1ccc(C(=O)O/N=C2\C=C(C(C)C)C(=O)C=C2C)cc1OC | 20 | 0.4
